POLK inh = inhibitors of human DNA polymerase kappa | purified Pol kappa, fluorescent DNA synthesis assay, 10 min | Potency, µM (top dose mostly 107 µM), for inactives: at the highest dose activity, negative = inhibition, most hits filed as inhibitors | 0.53% of 400,000 active | AID 588579; further: potency means the concentration at half of the fitted maximal effect; on the % scale 0 is the no-effect control and ±100 the full control effect
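Inhibition of 10 nM Pol kappa is measured by a fluorescent read-out at 0 and 10 min following addition of 50 nM substrate (final), with a 15-min room-temperature compound preincubation.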
POLI inh = inhibitors of human DNA polymerase iota; Q9UNA4; Pol iota fluorescent replication assay, 10 min; Potency, µM (highest dose often 115 µM), for inactives: at the highest dose activity, negative = inhibition, actives largely listed as inhibitors; 1% of 390,000 active; further: potency means the concentration at half of the fitted maximal effect
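Pol iota at 10 nM preincubated 15 min with compounds at room temperature; reaction started with fluorescent substrate, 50 nM final. Fluorescence read kinetically at 0 and 10 min; buffer-only wells as negative control.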
Pol eta inh = blocks human DNA polymerase eta activity. Potency, µM (titrated, usually from 114 µM), for the others: at the top dose activity change, negative = inhibition, actives largely listed as inhibitors. recombinant Pol eta, fluorescent DNA replication assay. 1.2% of 390,000 active. Q9Y253; further: potency means the concentration at half of the fitted maximal effect; on the % scale 0 is the no-effect control and ±100 the full control effect
Target sequence (Q9Y253 whole entry, looked up): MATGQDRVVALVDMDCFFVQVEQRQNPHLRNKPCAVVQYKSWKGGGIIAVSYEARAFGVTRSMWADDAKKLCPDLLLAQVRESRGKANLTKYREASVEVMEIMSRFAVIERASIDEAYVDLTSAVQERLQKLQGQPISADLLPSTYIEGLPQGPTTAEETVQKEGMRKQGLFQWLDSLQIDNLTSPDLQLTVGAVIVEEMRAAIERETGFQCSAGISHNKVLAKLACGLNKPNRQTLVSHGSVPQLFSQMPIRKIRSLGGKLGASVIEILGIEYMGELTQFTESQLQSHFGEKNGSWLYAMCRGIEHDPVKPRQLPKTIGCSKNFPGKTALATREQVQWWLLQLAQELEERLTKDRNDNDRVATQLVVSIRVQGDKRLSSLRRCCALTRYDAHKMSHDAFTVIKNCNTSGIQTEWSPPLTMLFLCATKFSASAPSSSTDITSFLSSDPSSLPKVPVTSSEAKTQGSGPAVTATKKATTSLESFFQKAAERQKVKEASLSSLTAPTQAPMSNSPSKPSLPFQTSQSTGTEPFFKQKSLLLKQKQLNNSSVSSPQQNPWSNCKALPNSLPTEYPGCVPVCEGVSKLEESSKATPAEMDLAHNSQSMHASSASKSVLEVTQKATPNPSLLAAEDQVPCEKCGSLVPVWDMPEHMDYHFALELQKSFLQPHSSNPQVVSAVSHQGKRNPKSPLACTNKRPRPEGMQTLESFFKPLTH
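Pol eta (10 nM) was preincubated with compounds for 15 min at room temperature, after which fluorescent replication substrate (50 nM final) was added to start the reaction. Fluorescence was read kinetically at 0 and 10 min.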
APE1 inh = inhibitors of human APE1 endonuclease; P27695; recombinant APE1, TAMRA/BHQ-2 abasic DNA cleavage fluorescence; Potency, µM (top dose mostly 65.8 µM), for the others: at the highest dose activity change, negative = inhibition, usual class: inhibitors; 0.35% of 350,000 active;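 further: potency means the concentration at half of the fitted maximal effect; plate controls were vehicle for no effect and reference inhibitor for full effect; nearly all actives have a fitted effect of over 55% in size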
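APE1 at 0.75 nM final was preincubated with compound 15 min at room temperature, then 50 nM double-stranded THF abasic-site substrate (5'-TAMRA/3'-BHQ-2) was added. Fluorescence (ex 525/em 598 nm) was read kinetically; third-minus-first read gave activity.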
Anesthetic bind = candidate novel general anesthetic via apoferritin binding; P02791; AID 485281; apoferritin/1-aminoanthracene competitive binding, fluorescence; 0.074% of 350,000 active; Potency, µM (highest dose often 77.5 µM), without a hit: top-dose activity change, negative = displacement, hits mostly inhibitors; further: potency means the concentration at half of the fitted maximal effect; on the % scale 0 is the no-effect control and ±100 the full control effect; nearly all actives have a fitted effect of over 20% in size
Target sequence (P02791 2-175 limits assumed): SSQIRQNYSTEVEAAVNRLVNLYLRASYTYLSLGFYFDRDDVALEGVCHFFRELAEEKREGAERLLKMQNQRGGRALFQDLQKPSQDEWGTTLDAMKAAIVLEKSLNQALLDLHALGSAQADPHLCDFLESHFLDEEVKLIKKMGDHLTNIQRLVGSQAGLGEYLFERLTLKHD
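Concentration-response curves derived by four-parameter Hill fitting of normalized fluorescence, where compounds displaced 1-AMA from 10 uM horse apoferritin following a brief 10 min room-temperature incubation; propofol titration acted as positive control.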
Pol beta inh = DNA polymerase beta (human) inhibition; Pol beta primer extension/strand displacement, fluorescence kinetic; 1.3% of 340,000 active; P06746; Potency, µM (titrated, usually from 114 µM), without a hit: at the top dose activity change, negative = inhibition, hits mostly inhibitors; AID 485314; further: potency means the concentration at half of the fitted maximal effect; on the % scale 0 is the no-effect control and ±100 the full control effect
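Values derive from four-parameter Hill fits of normalized kinetic data: reads at 0 and 10 min following addition of 50 nM substrate to 10 nM Pol beta preincubated 15 min with compound.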
Glioma ERSR ind = inducers of ER stress response in human glioma cells | AID 602332 | 0.02% of 420,000 active | U87-MG GRP78 promoter luciferase reporter, 16 h | Potency, µM, for inactives: at the highest dose activation, usual class: activators; further: potency means the concentration at half of the fitted maximal effect; series mostly up to about 76 µM; % of control where 0% means no effect; nearly all actives have a fitted effect of over 35% in size
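Stably transfected U87-MG human glioma cells carrying a GRP78-based luminescent sensor were seeded at 1000 cells/well, pin-dosed with compounds and incubated 16 h. Luciferase reagent was then added, and end-point luminescence was read after 10 min at room temperature.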
BLM helicase inh = Bloom syndrome helicase (human) inhibition; P54132; recombinant BLM DNA unwinding, fluorescence dequenching; Potency, µM (highest dose often 56.1 µM), for the others: at the top dose activity change, negative = inhibition, actives largely listed as inhibitors; 0.2% of 350,000 active; AID 2528;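 further: potency means the concentration at half of the fitted maximal effect; plate controls were vehicle for no effect and no enzyme for full effect; nearly all actives have a fitted effect of over 35% in size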
LDHA block = blocks human lactate dehydrogenase A | P00338 | purified LDHA, NADH/diaphorase-resazurin fluorescence; hits give low values | activity change, % (values are at about 110 or 230 µM) | 0.15% of 480,000 active; in the data active means activity change below about -30%; inconclusive means mostly about -25% to -30%;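 further: plate controls were DMSO wells for no effect and wells without enzyme for full effect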
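Enzyme activity of human lactate dehydrogenase 5 (2 nM; 0.06 mM NADH, 0.2 mM pyruvate, 5 min, RT) is measured via a resazurin/diaphorase fluorescence readout of residual NADH.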
Numbers without * were called inactive; ? = inconclusive; / = no result given; [ ] = another dose, or the depositor's remark. Unless noted, the call rests on the fitted dose curve; in most records, active means well fitted curve in the direction sought with a large enough effect; inconclusive means small, poorly fitted or top-dose-only effect, or another doubt; inactive means no such curve, though single readings can be large; an effect the other way counts as inactive or inconclusive. Some of the compounds tested; rates above refer to the full screens.

Preview (five entries):
SMILES	POLK inh	POLI inh	Pol eta inh	APE1 inh	Anesthetic bind	Pol beta inh	Glioma ERSR ind	BLM helicase inh	LDHA block
Nc1c(C(=O)NCc2ccc3c(c2)OCO3)c2nc3ccccc3nc2n1CCCN1CCOCC1	-13%	22%	-12%	-7%	87%[activator]	4%	-3%	-7%	8
Cc1cccc(CNc2ccnc(-c3ccoc3)n2)c1	-19%[60.1 µM]	/	/	2%	-24%	/	-1%	1%	/
Cc1cc(OCCCC(=O)Nc2cc(S(=O)(=O)N3CCOCC3)ccc2N2CCOCC2)ccc1Cl	-8%	11%	-20%	/	/	/	-4%	/	-12
Cn1c(=NC(=O)c2cnccn2)sc2ccccc21	-5%	11%	?	1%	-12%	1%	-12%	-3%	-2
O=C(CSc1nnc2ccccn12)NCc1ccc2c(c1)OCO2	-1%	22%	-15%	3%	-3%	4%	-2%	-2%	2

The list itself, from the first entry:
SMILES	POLK inh	POLI inh	Pol eta inh	APE1 inh	Anesthetic bind	Pol beta inh	Glioma ERSR ind	BLM helicase inh	LDHA block
Nc1c(C(=O)NCc2ccc3c(c2)OCO3)c2nc3ccccc3nc2n1CCCN1CCOCC1	-13%	22%	-12%	-7%	87%[activator]	4%	-3%	-7%	8
Cc1cccc(CNc2ccnc(-c3ccoc3)n2)c1	-19%[60.1 µM]	/	/	2%	-24%	/	-1%	1%	/
Cc1cc(OCCCC(=O)Nc2cc(S(=O)(=O)N3CCOCC3)ccc2N2CCOCC2)ccc1Cl	-8%	11%	-20%	/	/	/	-4%	/	-12
Cn1c(=NC(=O)c2cnccn2)sc2ccccc21	-5%	11%	?	1%	-12%	1%	-12%	-3%	-2
O=C(CSc1nnc2ccccn12)NCc1ccc2c(c1)OCO2	-1%	22%	-15%	3%	-3%	4%	-2%	-2%	2
NC(=O)CCC(NS(=O)(=O)c1ccc(Cl)cc1)C(=O)NCc1ccccc1Cl (stereo not given)	-8%	1%	-6%	3%	-5%	11%	-4%	0%	1
O=C(OCc1c(Cl)nc2sccn12)c1cc2c(s1)CCCC2	-4%	13%	-13%	25%	-14%	-1%	-3%	-5%	-3
CCOC(=O)N1CCN(C(=O)CCn2c(=S)[nH]c3cc(OCC)c(OCC)cc3c2=O)CC1	/	/	/	0%	-6%	3%	/	2%	/
O=C(CN1CCN(C(C(=O)Nc2cc(C(F)(F)F)ccc2Cl)c2ccccc2)CC1)NC1CC1 (stereo not given)	-9%	-13%	-12%	/	/	/	4%	/	-6
COc1ccc(CCN2C(=S)N(c3ccc(Cl)cc3)C(=O)C2CC(N)=O)cc1OC (stereo not given)	-7%	139%[activator]	-8%	17%	3%	52%	-6%	0%	-1
COCCn1c(SCC(=O)Nc2ccc(OC)cc2)nnc1-c1ccoc1C	5%	106%[activator]	-9%	0%	-10%	44%	-2%	0%	-1
CC(C)(C)n1ncc2c(=O)n(Cc3ccc([S+](=O)([O-])N4CCOCC4)cc3)cnc21	-3%	-24%	/	0%	/	/	-4%	/	/
O=C(N/N=C/c1ccc(Cl)s1)C(O)c1ccccc1 (stereo not given)	0%	20%	-6%	-4%	-5%	3%	-3%	-2%	-14
N#C/C(=C\c1ccc(OC(=O)c2ccccn2)cc1)C(N)=O	5%	25%	-8%	-3%	3%	6%	0%	2%	2
Cc1ccc(-c2nn(-c3ccccc3)cc2C(=O)NCC(c2cccs2)N2CCOCC2)cc1 (stereo not given)	-10%	6%	-18%	-4%	/	/	-1%	/	-8
CCOc1ccc(N2CC(C(=O)Nc3nnc(C4CCCCC4)s3)CC2=O)cc1 (stereo not given)	-27%	81%[activator]	-3%	26%	-10%	21%	-5%	-4%	-6
O=C(Cc1cccc(C(F)(F)F)c1)OCN1C(=O)c2ccccc2C1=O	-2%	133%[activator]	-23%	-12%	?	-13%	-3%	-1%	1
CC1CCN(S(=O)(=O)c2ccc3c(c2)N(CC(=O)NCCc2ccccc2)C(=O)CO3)CC1	-1%	36%[activator]	-22%	/	-11%	8%	0%	-6%	-16
COc1ccccc1NC(=O)CN1CCN(CC(=O)Nc2ccccc2F)CC1	-19%	27%	48%[activator]	/	/	/	-6%	/	-3
COc1ccc(/C=C/C2=CC(C)(C)NC(=S)N2)cc1OC	-23%	?	-6%	-3%	-16%	31%[activator]	-1%	0%	-2
C=CCNC(=O)/C(=C/c1ccccc1OCC)NC(=O)c1ccccc1	-3%	-3%	-17%	-1%	-8%	-3%	-3%	-1%	-4
COc1c(Cl)ccc(Cl)c1C(=O)NC(=O)N1CCOCC1	0%	15%	7%	0%	-6%	12%	-3%	3%	-6
CCCn1c(=O)c(C(=O)NNC(=O)c2ccc(Cl)cc2Cl)c(O)c2ccccc21	7%	4%	-4%	-2%	-4%	88%[activator]	-10%	-12%	-3
CC1(C)CC(NC(=O)C(=O)NCCc2ccccc2)CC(C)(C)N1	-3%	19%	-15%	26%	-1%	6%	-4%	4%	-6
Fc1ccc(-n2ncc3c(NCCC4=CCCCC4)ncnc32)cc1	-1%[60.1 µM]	14%	-21%	/	-8%	-10%	1%	0%	4
O=C(Nc1cccnc1)c1cc(-c2cccs2)on1	-9%	-2%[58.9 µM]	-4%	17%	-3%	44%	0%	-8%	-4
CCOC(=O)N1N=C(C)CC1(O)c1ccc(Cl)cc1 (stereo not given)	-9%	79%[activator]	-5%	-2%	-2%	-2%	-3%	-6%	-6
COc1ccc(NC(=O)Nc2cccc(-c3noc(C)n3)c2)cc1	-6%[60.1 µM]	4%	-14%	/	414%[activator]	0%	-5%	-1%	0
CCCNC(=O)C(Cc1ccccc1)NC(=O)c1ccccc1 (stereo not given)	-6%	32%	-17%	-4%	/	/	-2%	/	-1
CCOC(=O)c1nnc(-c2ccc(C)cc2)nc1Sc1ccc(Cl)cc1	-6%	20%	-1%	2%	-1%	25%	-2%	-3%	0
COCCNC(=O)C1CCC(=O)N(c2ccc(OC)cc2)C1c1ccc(OC)c(OC)c1 (stereo not given)	-17%	5%	-9%	4%	4%	-1%	-1%	3%	-16
Cc1ccc(CNC(=O)c2ccccc2-n2cnnn2)cc1	1%	4%	-11%	0%	-6%	19%	0%	0%	-5
O=C(CN(c1ccccc1)S(=O)(=O)c1ccccc1[N+](=O)[O-])Nc1cccnc1	-8%	7%	-26%	1%	5%	0%	-3%	-2%	-1
Cc1cccc(S(=O)(=O)c2cn(Cc3ccc(F)cc3)c3cc(N4CCOCC4)c(F)cc3c2=O)c1	-4%[60.1 µM]	20%	-19%	/	-11%	-2%	-3%	-4%	0
Cc1cc(=O)[nH]c(N/N=C/c2c(C)nn(-c3ccccc3)c2Cl)n1	7%	-7%	-22%	-3%	2%	-1%	-1%	-1%	-5
COc1ccc(C(=O)[C@@H]2CC[C@](C)(C(=O)O)C2(C)C)cc1	-8%	15%	-3%	-4%	/	/	-1%	/	-4
COc1ccc(S(=O)(=O)NCCSCc2ccco2)cc1OC	-27%	45µM*	?	?	?	40µM*	-1%	-21%	3
Cc1ccc(N(CC(=O)Nc2cc(Cl)ccc2Oc2ccccc2)S(C)(=O)=O)cc1C	-1%	11%	-5%	0%	34%[activator]	-1%	2%	-13%	1
CC(=O)Nc1ccc(NC(=O)C(C)OC(=O)CN2C(=O)C3CCCCC3C2=O)cc1 (stereo not given)	-3%	15%	-11%	-3%	/	/	-3%	/	-10
COc1ccc(/C=N\NC(=O)C2COc3ccccc3O2)cc1O (stereo not given)	-4%	-25%	20%	13%	-3%	-14%	11%	-3%	8
CCOc1ccc(N(C(C)C(=O)N/N=C(\C)C(C)(C)C)S(C)(=O)=O)cc1 (stereo not given)	-12%	13%	-23%	-8%	-5%	-20%	-4%	2%	-10
C=Cc1ccc(Cn2nc(-c3ccc(C)c(S(=O)(=O)N(CC)CC)c3)ccc2=O)cc1	-2%	13%	-17%	/	?	-1%	0%	-10%	1
O=C(NC(=S)Nc1ccc(Br)c(Cl)c1)C1CC1	-3%	-17%	-9%	?	?	-1%	7%	-7%	-9
Cc1nc([N+](=O)[O-])cn1CC(=O)c1ccccc1	0%	55%[activator]	-26%	-4%	-6%	2%	-1%	2%	-8
CC1Cc2ccccc2N1C(=O)CN(C)S(=O)(=O)c1cccc2cccnc12 (stereo not given)	-7%	17%	-6%	-1%	-24%	28%	-2%	-4%	-5
CC(NC(=O)CSc1nc2ccccc2n1C)c1ccccc1 (stereo not given)	-12%	26%	-1%	22%	-9%	0%	0%	-4%	-2
CN1CCN(C(=O)C2=C[C@H](C3CC3)C[C@H](OCc3ccc(CO)cc3)O2)CC1	-8%	22%	-19%	/	/	/	-5%	/	-5
COc1ccc(/C(O)=C2/C(=O)C(=O)N(CCN(C)C)C2c2cccnc2)cc1C (stereo not given)	-18%	10%	-1%	12%	-11%	0%	2%	-2%	2
O=C(NNc1nc(-c2ccccc2)c2cc(Br)ccc2n1)c1ccc(S(=O)(=O)N2CCOCC2)cc1	-7%	12%	-3%	-5%	-7%	38%	-3%	-11%	-8
CCN1C(=O)N(CC)c2cccc3cccc1c23	-6%	41%[activator]	-23%	14%	-10%	87%	3%	-6%	2
CCOc1ccc2nc(SCC(=O)Nc3cc(C)on3)c(C)cc2c1	11%	38%[activator]	13%	3%	5%	1%	0%	-4%	-15
Cc1ncc(CO)c(/C=N/NC(=O)c2cc(Br)ccc2O)c1O	-15%	-19%	-11%	1%	10%	0%	-3%	2%	2
CCOP(=O)(OCC)C(NC(=O)Nc1c(C)cc(C)cc1C)c1ccccc1 (stereo not given)	-1%	40%[activator]	-10%	7%	-10%	3%	-3%	-5%	-9
O=C(Cn1nc(-c2ccccc2)c2ccccc2c1=O)NCCO	2%	24%	-23%	36%	6%	2%	-1%	-2%	-4
Cc1n[nH]c(=S)n1-c1cccc(Cl)c1	-5%	14%	-19%	27%	10%	77%	-2%	6%	-3
O=C(Nc1cccc(Cl)c1)c1ccc(-n2cncn2)c([N+](=O)[O-])c1	-10%	-11%	-16%	-1%	-5%	-1%	3%	-6%	0
